Rab7 wt modul – alters GTP binding to wildtype dog Rab7; GST-Rab7 beads, fluorescent GTP binding, flow cytometry; actives lie on both sides; untreated = 100%, excess cold GTP = 0%; GTP binding activity (percent of control), % at 10 µM; 0.055% of 190,000 active;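 active = fluorescent GTP binding to Rab7 beads changed by at least 20 points from the 100% baseline, either direction, mostly lower; inconclusive = compound itself probably fluorescent, or too few beads counted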;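 note: median green fluorescence of bound Bodipy-FL-GTP per Rab7 bead population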
Cdc42 wt – human Cdc42 wildtype GTP binding change, either direction; 0.2% of 190,000 active; P60953; percent activity (GTP binding), % at 10 µM; GST-Cdc42 beads, Bodipy-GTP binding, flow cytometry; actives lie on both sides; AID 761;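 active = percent activity GTP binding at least 20 points away from the 100% baseline, either down as inhibitor or up as activator; inconclusive = compound flagged as likely green fluorescent from well-wide comparison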;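 note: median bead fluorescence of bound Bodipy-FL-GTP at 100 nM; 0% = excess unlabeled GTP control and 100% = no compound control; below 100% means less GTP binding so inhibitor and above means activator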
Rac1 wt GTP bind – alters GTP binding to wildtype human Rac1 | P63000 | GST-Rac1 beads, fluorescent GTP binding, flow cytometry; actives lie on both sides; 0 = cold GTP competed, 100 = untreated | GTP binding activity (% of control), % at 10 µM | 0.27% of 190,000 active | AID 757;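 active = GTP binding activity at least 20 points away from the 100% control level, either lower or higher; inconclusive = compound flagged as likely green fluorescent, judged across all proteins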
Rac1 act GTP bind – human Rac1 activated mutant GTP binding change; 0.11% of 190,000 active; percent activity (GTP binding), % at 10 µM; GST-Rac1 activated beads, fluorescent GTP binding, flow cytometry; actives lie on both sides; 100% means binding = to untreated wells; P63000;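 active = GTP binding at least 20 percentage points away from the 100% baseline, in either direction, so actives lie on both sides; inconclusive = Compound likely fluorescent itself, or too few beads counted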
ABCG2 block – blocks JC-1 efflux by human ABCG2 transporter | Q9UNQ0 | IgMXP3 cells, flow cytometry | inhibition, % at 6.6 µM | 0.1% of 190,000 active;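 active = inhibition above 80%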;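 note: 0% = DMSO and 100% = nicardipine control wells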
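Test system: IgMXP3 (ABCG2) plus far-red-tagged CCRF-Adr (ABCB1) cells. Reagent: JC-1 dye as substrate. Timing: 10 min exposure at 25 °C with rotation, no wash. Measured by: flow cytometric JC-1 green MFI at 530 nm. Read-out: percent efflux inhibition, scaled nicardipine 100% to DMSO 0%. Control set: nicardipine and DMSO wells.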
Avidin bead fluor – compound fluoresces at 488/530 nm on avidin beads | 0.38% of 220,000 active | compound fluorescence 488/530 nm, flow cytometry; stronger effect = higher value | AID 1775 | fluorescence (KMESF) at 10 µM; in the data active = fluorescence above about 47; note: inactives centre near 10
Rab2A wt mod – changes GTP binding to wildtype dog Rab2A, up or down; GTP binding activity, % at 10 µM; AID 760; P61105; 0.19% of 190,000 active; GST-Rab2 wt beads, Bodipy-GTP binding, flow cytometry;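 active = GTP binding activity at least 20 points away from 100%, either lowered or raised; inconclusive = signal likely due to the compound's own green fluorescence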;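 note: 0% = beads with excess unlabeled GTP and 100% = no-compound control corrected for plate trend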
Pf gamet viab – P. falciparum stage V gametocyte viability inhibition; P. falciparum stage V gametocytes, ATP luminescence, 24 h; inhibition, % at 10.9 µM; 0.065% of 150,000 active;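 active = inhibition above the mean plus 3 SD of compounds within the control limits, set per campaign, cut at about 38% in these data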;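 note: 0% = DMSO wells and 100% = medium only without gametocytes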
GSH bead fluor – compound fluoresces at 488/530 nm on GSH beads; GSH beads flow cytometry, compound fluorescence 488/530 nm; stronger effect = higher value; fluorescence (KMESF) at 10 µM; 0.25% of 190,000 active; AID 1776; in the data active = fluorescence above about 89;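 note: glutathione beads carrying GST-tagged Bcl family fusion proteins plus one bare bead set; values are compound well signal with DMSO vehicle wells as background; inactives centre near 16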
ABCB1 inh – inhibitors of human ABCB1 transporter, ABCG2 counter-screen; CCRF-Adr cells, JC-1 efflux, flow cytometry; 0.067% of 190,000 active; inhibition, % at 6.6 µM; P08183; in the data active = inhibition above about 40%;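 note: 0% = vehicle and 100% = reference inhibitor; higher value means more JC-1 retained so stronger ABCB1 efflux block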
Target sequence (P08183 whole entry, looked up): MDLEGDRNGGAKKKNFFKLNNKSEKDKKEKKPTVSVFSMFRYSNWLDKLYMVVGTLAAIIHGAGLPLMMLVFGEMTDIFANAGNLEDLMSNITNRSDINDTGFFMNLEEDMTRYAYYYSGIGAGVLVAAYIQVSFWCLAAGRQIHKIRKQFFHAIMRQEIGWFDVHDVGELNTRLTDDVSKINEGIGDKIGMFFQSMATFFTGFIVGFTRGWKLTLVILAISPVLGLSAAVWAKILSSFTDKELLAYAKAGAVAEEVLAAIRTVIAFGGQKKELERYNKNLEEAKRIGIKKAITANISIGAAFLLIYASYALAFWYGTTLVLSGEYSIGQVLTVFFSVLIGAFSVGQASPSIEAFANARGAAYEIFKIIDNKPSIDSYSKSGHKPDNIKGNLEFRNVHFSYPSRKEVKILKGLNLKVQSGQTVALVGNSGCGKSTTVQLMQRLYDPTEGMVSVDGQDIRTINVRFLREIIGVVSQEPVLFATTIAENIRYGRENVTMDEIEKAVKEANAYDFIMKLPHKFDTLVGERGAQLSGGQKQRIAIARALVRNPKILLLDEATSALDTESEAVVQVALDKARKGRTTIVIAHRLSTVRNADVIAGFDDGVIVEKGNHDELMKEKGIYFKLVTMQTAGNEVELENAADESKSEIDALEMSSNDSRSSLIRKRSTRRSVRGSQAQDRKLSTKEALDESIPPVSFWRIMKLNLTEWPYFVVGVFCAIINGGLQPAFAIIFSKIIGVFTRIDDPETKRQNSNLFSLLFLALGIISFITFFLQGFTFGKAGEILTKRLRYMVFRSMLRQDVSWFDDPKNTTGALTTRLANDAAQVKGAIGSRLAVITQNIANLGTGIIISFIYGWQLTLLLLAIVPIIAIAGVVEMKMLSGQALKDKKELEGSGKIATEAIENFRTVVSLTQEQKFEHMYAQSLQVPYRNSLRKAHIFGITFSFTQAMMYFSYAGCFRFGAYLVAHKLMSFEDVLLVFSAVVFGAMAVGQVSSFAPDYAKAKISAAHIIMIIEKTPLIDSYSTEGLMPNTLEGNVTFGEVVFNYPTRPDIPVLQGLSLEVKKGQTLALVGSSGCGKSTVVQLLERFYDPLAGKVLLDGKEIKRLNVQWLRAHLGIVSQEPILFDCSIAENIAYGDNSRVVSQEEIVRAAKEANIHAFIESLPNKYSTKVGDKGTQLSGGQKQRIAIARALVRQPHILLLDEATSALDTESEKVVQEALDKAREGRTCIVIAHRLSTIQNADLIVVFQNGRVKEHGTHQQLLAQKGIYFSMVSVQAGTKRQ
HRas wt GTP bind – modulators of GTP binding to human HRas wildtype | P01112 | GST-Ras wt beads, Bodipy-FL-GTP binding, flow cytometry; actives lie on both sides | GTP binding activity, % at 10 µM | 0.14% of 190,000 active;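 active = GTP binding activity at least 20% away from the 100% baseline, either lowered as inhibitor or raised as activator; inconclusive = flagged as likely green fluorescent, judged across all proteins in the well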;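 note: 0% = unlabeled GTP competition control and 100% = no-compound control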
Active calls of the source: *; ? = inconclusive; · = not tested or not shown.

SMILES	Rab7 wt modul	Cdc42 wt	Rac1 wt GTP bind	Rac1 act GTP bind	ABCG2 block	Avidin bead fluor	Rab2A wt mod	Pf gamet viab	GSH bead fluor	ABCB1 inh	HRas wt GTP bind
CN(Cc1nc(Cc2cccc(C(F)(F)F)c2)no1)C1CC(C)(C)NC(C)(C)C1	104.0	98.0	101.0	97.0	0.5	17	98.0	6.7	11	0.2	100.0
Cc1cc(=O)[nH]c(-n2[nH]c(C)cc2=O)n1	101.0	106.0	105.0	100.0	2.6	13	106.0	-15.9	18	0.1	105.0
COc1cc(NC(=S)NCc2ccco2)cc(OC)c1OC	102.0	104.0	104.0	98.0	2.6	6	101.0	-16.4	12	-0.1	102.0
Cc1ccc(SCCNC(=O)CN(c2ccc3c(c2)OCO3)S(C)(=O)=O)cc1	97.0	94.0	91.0	92.0	-0.1	8	92.0	5.1	54	0.1	95.0
O=C(Nc1nc(=O)c2ccccc2s1)c1ccc(F)cc1	102.0	102.0	107.0	100.0	8.8	18	103.0	·	9	1.0	103.0
Nc1ccc(-c2nc3c(Cl)cc(N)cc3[nH]2)cc1	102.0	101.0	106.0	98.0	-2.9	1	98.0	·	2	-0.6	101.0
O=C(/C=C/c1ccc2c(c1)OCO2)Nc1cc(S(=O)(=O)N2CCOCC2)ccc1N1CCOCC1	100.0	98.0	99.0	100.0	12.1	11	98.0	4.1	4	1.8	97.0
Nc1c(C(=O)NCc2ccco2)c2nc3ccccc3nc2n1CCc1ccccc1F	103.0	96.0	102.0	99.0	8.3	6	101.0	-11.0	16	1.0	100.0
CN1CCC(OC(=O)C23CCC(C)(C(=O)O2)C3(C)C)CC1 (stereo not drawn)	99.0	100.0	104.0	99.0	3.4	7	100.0	·	14	0.0	100.0
CCOC(=O)COc1ccc(C2NC(C(=O)O)CS2)cc1 (stereo not drawn)	96.0	99.0	104.0	95.0	0.0	8	97.0	·	59	0.0	99.0
Cc1c(C(=O)N(Cc2cccs2)C2CCS(=O)(=O)C2)oc2ccccc12 (stereo not drawn)	99.0	98.0	99.0	96.0	5.6	13	99.0	13.4	12	1.3	99.0
O=C(Oc1cc(-c2ccccc2)no1)c1ccc(F)cc1	101.0	105.0	106.0	100.0	0.0	11	101.0	3.0	67	-0.2	102.0
COc1cc(N)cc(NC(=O)c2ccncc2)c1	98.0	100.0	99.0	97.0	2.2	2	98.0	·	69	0.4	99.0
O=C(Nc1ccccc1)c1ccc(NCCN2CCOCC2)c(S(=O)(=O)N2CCOCC2)c1	107.0	103.0	105.0	102.0	4.0	17	108.0	·	21	0.9	104.0
CCCSCCCNC(=O)c1cc2c(s1)CS(=O)(=O)C2	98.0	99.0	102.0	99.0	0.3	36	99.0	·	24	-0.1	99.0
COc1ccccc1N(CC(=O)NCC1CCCO1)C(=O)CCC(=O)Nc1nccs1 (stereo not drawn)	97.0	103.0	104.0	101.0	-0.2	9	100.0	-22.9	35	0.1	100.0
O=C(c1cc2cc(C(F)(F)F)ccc2s1)N1CCOCC1	106.0	94.0	96.0	92.0	-0.4	13	96.0	0.0	13	-0.3	98.0
Cn1c(=O)c2c(nc(NCC3CCCO3)n2Cc2ccccc2)n(C)c1=O (stereo not drawn)	100.0	105.0	109.0	101.0	0.0	8	101.0	·	22	0.3	102.0
O=C(COC(=O)c1nn(-c2ccccc2)c(=O)c2ccccc12)NC1CCS(=O)(=O)C1 (stereo not drawn)	95.0	96.0	98.0	96.0	0.8	25	96.0	·	25	0.1	98.0
COc1ccc(CCC(=O)Nc2ccc(C)c(S(=O)(=O)N(C)C)c2)cc1OC	103.0	108.0	106.0	105.0	8.2	5	104.0	·	18	0.6	107.0
COc1ccc(OCC(=O)Nc2cc3oc4ccccc4c3cc2OC)cc1	95.0	96.0	98.0	97.0	0.8	14	100.0	·	7	-0.2	98.0
NC(=O)C1=C[C@@H](c2coc3ccccc3c2=O)C[C@@H](OCc2ccc(CO)cc2)O1	96.0	95.0	95.0	95.0	0.3	5	96.0	·	20	0.0	96.0
O=C(CCN1C(=O)S/C(=C\c2cccs2)C1=O)Nc1nccs1	102.0	94.0	95.0	97.0	5.4	10	102.0	-2.9	16	5.3	97.0
CSc1nc(C)c2c(n1)N(c1ccc(O)cc1)CC2	104.0	95.0	94.0	96.0	5.6	26	96.0	6.6	7	0.6	97.0
CCNc1nc(SC(C)C(=O)OC)nc(N2CCOCC2)n1 (stereo not drawn)	99.0	99.0	100.0	96.0	5.4	24	98.0	2.8	26	1.0	98.0
COc1cc(NC(=O)COC(=O)[C@@H]2CCCN2S(=O)(=O)c2ccc(Cl)cc2)cc(OC)c1OC	103.0	102.0	103.0	100.0	29.5	13	100.0	14.8	35	-0.6	100.0
CCOc1ccc(NC(=O)c2ccccc2OCC(=O)c2ccccc2)cc1	100.0	97.0	104.0	98.0	39.5	7	99.0	6.2	44	18.1	101.0
COc1ccc(CC(C)N2CCN(c3ccccc3OC)CC2)cc1OC (stereo not drawn)	106.0	102.0	107.0	99.0	-0.2	13	103.0	-4.7	31	3.7	101.0
O=C(COC(=O)Cc1c(F)cccc1Cl)NCCC1=CCCCC1	101.0	98.0	102.0	96.0	0.8	6	98.0	·	20	-0.3	98.0
COc1ccc(-c2csc(Nc3ccc(S(=O)(=O)Nc4cc(OC)nc(OC)n4)cc3)n2)cc1	98.0	96.0	97.0	97.0	-1.0	13	97.0	13.6	14	-0.4	99.0
Cc1csc(SCC(=O)Nc2cc(S(=O)(=O)N3CCCC3)ccc2Cl)n1	100.0	101.0	98.0	99.0	7.9	12	97.0	-1.2	24	1.7	100.0
CC1CCN(S(=O)(=O)N2CCC(C(=O)O)CC2)CC1	97.0	99.0	99.0	98.0	16.4	10	97.0	-31.9	12	0.6	98.0
CCOc1ccc(C(CC(=O)O)NC(=O)c2sc3ccccc3c2Cl)cc1 (stereo not drawn)	97.0	94.0	95.0	94.0	0.5	7	94.0	-8.1	19	0.1	96.0
COc1cccc(C(=O)C2CCCN(C/C=C/c3ccccc3OC)C2)c1 (stereo not drawn)	104.0	98.0	98.0	96.0	1.7	9	97.0	5.1	14	1.8	98.0
O=C(Cc1c(F)cccc1Cl)Nc1cccnc1	100.0	100.0	105.0	99.0	0.3	11	101.0	10.5	80	-0.1	100.0
CN1CCN(C(=O)C23CC4CC(CC(C4)C2)C3)CC1	98.0	101.0	100.0	98.0	-5.3	15	102.0	-1.5	28	-5.2	100.0
COc1ccc(C2=NN(C(=O)c3cccnc3)C(c3ccccc3)C2)cc1 (stereo not drawn)	97.0	103.0	105.0	104.0	28.4	25	98.0	-1.5	9	1.5	99.0
c1ccc2oc(-c3ccc4nc[nH]c4c3)nc2c1	99.0	100.0	100.0	99.0	4.0	19	97.0	3.7	11	0.6	99.0
O=C(NOC(=O)c1ccccc1F)c1ccc(OC(F)F)cc1	103.0	95.0	98.0	95.0	3.0	10	97.0	-19.2	14	0.6	97.0
CCOC(=O)C1=C(C)NC(=O)N(C(C)=O)C1c1ccc(Cl)cc1 (stereo not drawn)	99.0	102.0	103.0	100.0	2.5	19	99.0	·	16	0.7	100.0
COc1cc(/C=N/NC(=O)c2nc(-c3ccccc3)n(-c3ccccc3)n2)ccc1O	?	?	?	?	8.2	3	?	9.1	16	1.0	?
CCOc1cc(C=O)ccc1OCC(=O)NC(C)(C)C	98.0	99.0	101.0	96.0	2.2	13	98.0	-9.9	14	0.4	97.0
Fc1ccc2c(c1)C(c1ccc(N3CCOCC3)cc1)=NNC(c1cccs1)=N2	101.0	102.0	100.0	99.0	5.4	7	101.0	·	32	1.0	100.0
NS(=O)(=O)c1ccc(NC(=O)CN2C(=O)C3C4C=CC(C4)C3C2=O)cc1 (stereo not drawn)	100.0	94.0	99.0	95.0	8.8	9	95.0	-18.6	10	0.3	96.0
O=C(CCCN1C(=O)c2ccccc2C1=O)Nc1ccc(S(=O)(=O)N2CCOCC2)cc1	95.0	98.0	95.0	95.0	-0.1	31	94.0	-2.4	14	0.0	98.0
COc1cccc(-c2nc(CS(=O)(=O)c3ccccc3)no2)c1	99.0	99.0	98.0	97.0	1.3	15	99.0	19.2	20	0.1	99.0
CC(Nc1cc(N2CCOCC2)ccc1[N+](=O)[O-])c1ccccc1 (stereo not drawn)	98.0	102.0	104.0	102.0	32.8	3	99.0	·	10	2.7	101.0
Cc1ccc(C(=O)NC(=S)NCC(=O)c2ccccc2)cc1	98.0	107.0	104.0	100.0	2.2	10	105.0	·	21	0.2	104.0
COC(=O)c1nn(-c2c(C)n(C)n(-c3ccccc3)c2=O)cc1O	98.0	104.0	105.0	100.0	0.3	14	103.0	·	25	0.7	102.0
Cc1ccc(-c2nnc(C)c(N3CCOCC3)n2)cc1	97.0	107.0	103.0	102.0	14.8	8	101.0	-16.7	33	0.2	104.0
CCCNC(=O)NC(=O)CSc1nc2cc(C(=O)OC)ccc2c(=O)n1-c1ccccc1	97.0	100.0	103.0	100.0	21.1	7	99.0	-9.8	42	6.9	98.0
O=C(CCCn1c(=O)[nH]c2ccsc2c1=O)N1CCN(Cc2ccc3c(c2)OCO3)CC1	93.0	101.0	102.0	101.0	9.3	8	100.0	·	59	0.3	101.0
COc1ccc(N2CCN(C(=O)c3ccc(NS(=O)(=O)c4cccc(F)c4)cc3)CC2)cc1	92.0	92.0	86.0	88.0	12.9	13	90.0	·	32	0.5	92.0
COCCN(CCOC)S(=O)(=O)c1ccc(/C(O)=C(\C#N)c2nc3ccccc3[nH]2)cc1	96.0	92.0	95.0	93.0	0.7	10	95.0	-39.4	12	0.0	95.0
COc1ccc(OCCNc2cc(Cl)ccc2[N+](=O)[O-])cc1	99.0	98.0	100.0	98.0	1.1	17	99.0	·	33	-0.1	99.0
O=C(CCCOc1ccc(Cl)cc1)N1CCOCC1	97.0	95.0	96.0	97.0	0.5	7	97.0	12.6	33	0.1	97.0
Cc1ccc(NCC(=O)N/N=C/c2ccncc2)cc1	103.0	96.0	98.0	96.0	7.6	12	97.0	-1.1	11	0.2	99.0

Screening results deposited in PubChem BioAssay by several laboratories.
